Bioassay records: PubChem BioAssay, several laboratories
RmlCD inh 1536 – M. tuberculosis RmlC/RmlD coupled enzyme inhibitors, primary screen, biochemical, compound mixtures, 384-well, from 1536-well plates; dTDP-4-dehydrorhamnose reductase (Mycobacterium tuberculosis (strain ATCC 25618 / H37Rv)) …; RmlC+RmlD coupled enzyme assay, percent inhibition; primary screen in compound mixtures; inhibition, % at 3.6 µM; 160,000 compounds, 0.03% hits; in the data active = inhibition mostly above about 34%, no sharp cut-off; also: some results filed as inactive read as strong as hits
Target sequence (P9WH09 whole entry, looked up): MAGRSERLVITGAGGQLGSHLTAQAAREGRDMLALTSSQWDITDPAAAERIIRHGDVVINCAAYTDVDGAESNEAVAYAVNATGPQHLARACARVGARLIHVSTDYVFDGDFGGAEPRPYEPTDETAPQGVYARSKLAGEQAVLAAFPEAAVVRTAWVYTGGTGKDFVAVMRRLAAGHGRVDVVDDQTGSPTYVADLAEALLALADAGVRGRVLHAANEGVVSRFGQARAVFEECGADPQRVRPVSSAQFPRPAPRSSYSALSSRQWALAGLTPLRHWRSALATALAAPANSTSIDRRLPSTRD
Target sequence (P9WH11 whole entry, looked up): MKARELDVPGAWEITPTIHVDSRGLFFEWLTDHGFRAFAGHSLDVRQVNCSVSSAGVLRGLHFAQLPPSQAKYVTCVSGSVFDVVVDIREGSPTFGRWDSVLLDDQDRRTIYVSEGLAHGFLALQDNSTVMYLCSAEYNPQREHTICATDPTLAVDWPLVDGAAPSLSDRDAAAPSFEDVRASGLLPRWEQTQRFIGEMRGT
M. tuberculosis GlmU – inhibition of mycobacterial GlmU enzyme – biochemical, glucosamine-1-phosphate acetyltransferase (AID 1376); inhibition, %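 (tested at 30 µM in the primary screen)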, or IC50 in µM where a hit was titrated; Bifunctional protein GlmU (Mycobacterium tuberculosis (strain ATCC 25618 / H37Rv)); M. tuberculosis GlmU acetyltransferase enzyme assay; higher % means a stronger effect; 220,000 compounds, 0.25% hits; in the data active = inhibition above about 13%;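 also: 0% = complete reaction with vehicle and 100% = reaction without substrate; strong numbers were not always called active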
Active calls of the source: *; . = not tested or not shown. A portion of the library; count on the stated rates, not on these rows.

Sample of the layout, 4 compounds:
compound | RmlCD inh 1536 | M. tuberculosis GlmU
CC(=O)Nc1ccc2nc3c(=O)n(C)c(=O)n(C)c3nc2c1 | 2 | .
CCC(CC)C(=O)Nc1cccc(/C(C)=N\NC(=O)c2ccc(C)s2)c1 | -4 | 1.7%
Cc1nn(Cc2c(Cl)cccc2Cl)c(C)c1NC(=O)Cn1nc([N+](=O)[O-])c(Cl)c1C | . | 1.8%
O=C(CCN1CCN(c2ccccc2)CC1)Nc1ccc2c(c1)OCO2 | -4 | 0.5%

Main list, repeating the preview:
compound | RmlCD inh 1536 | M. tuberculosis GlmU
CC(=O)Nc1ccc2nc3c(=O)n(C)c(=O)n(C)c3nc2c1 | 2 | .
CCC(CC)C(=O)Nc1cccc(/C(C)=N\NC(=O)c2ccc(C)s2)c1 | -4 | 1.7%
Cc1nn(Cc2c(Cl)cccc2Cl)c(C)c1NC(=O)Cn1nc([N+](=O)[O-])c(Cl)c1C | . | 1.8%
O=C(CCN1CCN(c2ccccc2)CC1)Nc1ccc2c(c1)OCO2 | -4 | 0.5%
CCOC(=O)N1CCN(C(=O)CNS(=O)(=O)c2cccs2)CC1 | 14 | -3.2%
Cc1cc(C(=O)COC(=O)CC2Sc3ccccc3NC2=O)c(C)n1-c1cccc(C(F)(F)F)c1 (stereo not drawn) | -12 | -1.2%
C=CCn1cccc(C(=O)Nc2cc(OC)cc(OC)c2)c1=O | -7 | 5.8%
CC(Sc1nc(-c2ccccc2)cc(C(F)(F)F)n1)C(=O)O (stereo not drawn) | 19 | -2.5%
CC(=O)c1ccccc1OCCOCCOCCOc1ccccc1C(C)=O | 1 | 1.2%
COc1cccc(CNC(=O)Cn2cc3c(n2)CCCC3)c1 | -2 | 1.2%
CCc1ccc(NC(=S)NC2CCN(Cc3ccccc3)CC2)cc1 | . | 3.0%
Cc1cc(C(F)(F)F)nn1CC(=O)NCc1cccs1 | -5 | -2.9%
Nc1nc2c(Cl)ccc(Cl)c2s1 | -9 | -10%
CCOC(=O)C(O)(c1ccc(N(CC)S(=O)(=O)c2ccccc2)cc1)C(F)(F)F (stereo not drawn) | -5 | 0.2%
Cn1cc(C(=O)N2CCN(c3ccccn3)CC2)c(=O)c2cc(S(=O)(=O)N3CCOCC3)ccc21 | . | -0.2%
CN(C)c1ccc(/C=C2\NC(=S)N(Cc3ccccc3)C2=O)cc1 | 7 | -0.8%
CC(C)CN1C(=O)c2ccc(NC(=O)c3cccs3)cc2C1=O | . | 2.6%
CC1(C)CC(=O)C=C(Nc2ccc(F)cc2F)C1 | . | 7.8%
CC1CCN(C(=S)NC(=O)c2cccs2)CC1 | 43 | 7.2%
Cc1ccc(N2CN(Cc3cccnc3)CNC2=S)cc1 | 3 | 1.7%
CCOc1ccc(NC(=S)NCCCc2ccccc2)cc1 | -16 | -3.0%
COc1ccc(/C(O)=C/c2nc3ccccc3n(-c3ccccc3)c2=O)cc1 | . | -3.9%
COc1cc(C(=O)Nc2ccc3c(c2)OCCO3)ccc1OC(F)F | 5 | 3.6%
CSc1nc2ccsc2c(=O)n1-c1ccccn1 | -13 | 8.3%
CCCCN(C)CCNS(=O)(=O)c1ccc2c(c1)n(C)c(=O)c(=O)n2C | -7 | -0.1%
O=C(COC(=O)c1ccc(NS(=O)(=O)c2ccc3c(c2)OCCO3)cc1)NC1CCS(=O)(=O)C1 (stereo not drawn) | -7 | -2.3%
CC(C)C(=O)c1cc2c(cc1NC(=O)c1cccs1)OCCO2 | 21 | -1.8%
O=C(NCC1CCCO1)c1ccc2c(c1)N(Cc1ccccc1)C(=O)CS2=O (stereo not drawn) | -6 | 0.2%
CCCOCC1CC2(SC(=Nc3ccc(C)cc3)NC2=O)C(=O)O1 (stereo not drawn) | 10 | -3.2%
N#CC1=C(SCc2ccccc2)NC(=O)CC1c1ccc(O)cc1 (stereo not drawn) | -3 | 6.3%
CCOc1ccccc1N/C(=N/c1nc(C)cc(C)n1)NC(=O)Nc1ccc(Cl)c(Cl)c1 | 11 | -3.0%
CCOC(=O)CSc1nnc(CSc2nc(N)c3c(C)c(C)sc3n2)n1-c1ccccc1 | -12 | -4.4%
CCn1c(O)c(N=Nc2ccc3ccccc3n2)c2ccccc21 | . | 0.9%
CCC(=O)N1CCc2cc(S(=O)(=O)NCCCN3CCN(Cc4ccccc4)CC3)ccc21 | -2 | .
Cn1cccc1Cc1nnc(SCC(=O)NC2CCCCC2)n1-c1ccc(F)cc1 | -7 | 5.0%
CC12CCCCC1N(O)C(=O)C(=O)N2O (stereo not drawn) | -3 | -1.8%
CC1CCCN(C(=O)CN2C(=O)c3ccccc3C2=O)C1 (stereo not drawn) | 4 | -3.6%
Cc1[nH]c2ccccc2c1/C=N/NS(=O)(=O)c1ccccc1 | 11 | -2.1%
CCOC(=O)c1c(C)[nH]c(C(=O)NNC(=O)c2ccccc2)c1C | 8 | 0.2%
CC(NCc1ccc(F)cc1)C(=O)Nc1cc(S(=O)(=O)N2CCCCC2)ccc1Cl (stereo not drawn) | 0 | -4.4%
Cc1cccc(OCC2=NS(=O)(=O)c3ccccc3N2)c1 | 15 | 3.0%
Cn1cc(Br)c(C(=O)Nc2sc3c(c2C(N)=O)CCC3)n1 | . | -3.2%
Cc1ccc(S(=O)(=O)[N-]c2nc3ccccc3nc2-n2cc[n+](Cc3ccccc3)c2)cc1 | 6 | -4.7%
CN(C)CCCNCC(=O)Nc1ccc(Cl)cc1C(=O)c1ccccc1 | -2 | -4.5%
O=C(O)c1cccc(S(=O)(=O)Nc2ccccc2N2CCOCC2)c1 | 7 | -3.1%
CCc1cccc(CN2CCC(CNC(=O)Nc3ccc(Cl)cc3)CC2)c1 | 8 | -3.9%
CCOCC(=O)Nc1cccc(Br)c1 | -5 | -0.1%
COc1ccccc1NC(=O)Nc1cc(C(C)C)ccc1C | -9 | -1.6%
COC(=O)c1cccc(COC(=O)c2cccnc2SC)c1 | -3 | -7.1%
COc1ccc(OC)c(S(=O)(=O)N2CCN(c3c(C)cccc3C)CC2)c1 | 3 | -3.4%

Random excerpt: 3 entries already listed.
compound | RmlCD inh 1536 | M. tuberculosis GlmU
CC(NCc1ccc(F)cc1)C(=O)Nc1cc(S(=O)(=O)N2CCCCC2)ccc1Cl (stereo not drawn) | 0 | -4.4%
CCOC(=O)c1c(C)[nH]c(C(=O)NNC(=O)c2ccccc2)c1C | 8 | 0.2%
CSc1nc2ccsc2c(=O)n1-c1ccccn1 | -13 | 8.3%

The results go on:
compound | RmlCD inh 1536 | M. tuberculosis GlmU
CCc1ccc(/C=c2\s/c(=C\C(=O)C(C)(C)C)[nH]c2=O)cc1 | -2 | 8.6%
O=C(OC(C(=O)Nc1ccc([N+](=O)[O-])cc1Br)c1ccccc1)c1ccccc1 (stereo not drawn) | . | -6.3%
COCC1CCCN(Cc2nc(C(c3ccccc3)c3ccccc3)no2)C1 (stereo not drawn) | . | -0.9%
CC(=O)NCC(=O)NC(Cc1ccccc1)C(N)=O (stereo not drawn) | . | 2.2%
CCCCCCCCc1nc(SCC(C)=O)n[nH]1 | -10 | -0.2%
CCCCCNCc1cccc(Br)c1 | 9 | 1.5%
Cc1nn(Cc2ccccc2)c(Cl)c1/C=C/C(=O)OCC(=O)N(C)C1CCS(=O)(=O)C1 (stereo not drawn) | -12 | -3.4%
O=C(COC(=O)/C=C/c1ccco1)Nc1ncc(Cl)cc1Cl | . | 0.2%
CCS(=O)(=O)N1CCN(C2Cc3ccccc3C2)CC1 | . | -0.3%
COc1ccc(C2CC(c3cccs3)=NN2S(C)(=O)=O)cc1 (stereo not drawn) | -15 | 2.0%
Cn1nnnc1SCC1=C(C(=O)O)N2C(=O)C(NC(=O)Cn3nc(C(F)F)cc3C3CC3)C2SC1 (stereo not drawn) | 9 | -3.5%
CCc1ccc(NS(=O)(=O)c2ccc3[nH]cc(C(=O)N(C)Cc4ccco4)c(=O)c3c2)cc1 | -6 | 1.8%
COc1ccc2cc(-c3[nH]ncc3CN3CCCCO3)ccc2c1 | -8 | -2.5%
CN(C)C(=O)C(=O)c1c(-c2ccccc2)cc2ccccn12 | 7 | -0.8%
C=CCNC(=O)C1CCCN(S(C)(=O)=O)C1 (stereo not drawn) | . | 4.0%
O=C(COc1c(Br)cc(Br)c2cccnc12)N1CCCCC1 | -15 | 0.9%
Nc1nc(-c2ccc3ccccc3c2)cs1 | -5 | 0.6%
O=C(Nc1ccc(S(=O)(=O)Nc2ncccn2)cc1)c1ccc(Br)o1 | -10 | 4.1%
COc1ccc(C(=O)COC(=O)c2ccc(NC(C)=O)cc2)cc1[N+](=O)[O-] | -8 | 0.0%
CSc1nnc(-c2sccc2-n2cccc2)o1 | 6 | 6.8%
Cn1nc([N+](=O)[O-])c(C(C#N)c2nc3ccccc3n2C)c(Cl)c1=O (stereo not drawn) | -2 | 4.7%
Cc1nn(CC#N)c(=O)n1-c1cccc(F)c1 | 0 | 2.2%
CC(C)(C)NC(=O)CSCc1ccc(Br)cc1 | . | -6.4%
COCCNC(=O)CN1CCCCCC1 | 5 | 2.1%
CC(C)c1nc2sc3c(=O)[nH]c(=S)[nH]c3c2c2c1CCCC2 | 21 | 15%
COc1ccc(CC(NC(C)=O)C(=O)NC2CCN(C(=O)NCc3ccccc3)CC2)cc1OC (stereo not drawn) | . | 0.6%
Cc1cc(NCc2ccccn2)n2nc(C)c(-c3ccc(Cl)cc3)c2n1 | 8 | -0.6%
O=[N+]([O-])c1ccc(NCc2ccc(Cl)cc2)nc1 | -13 | 1.2%
COc1cc(C(=O)N(Cc2ccccn2)CC2CCCO2)cc(OC)c1OC (stereo not drawn) | . | 4.7%
Cc1cccc(C)c1NC(=S)NCCc1ccccn1 | -6 | 0.1%
Cc1ccc(NC(=O)CN(C)C(=O)CSc2n[nH]c(N)n2)cc1 | 15 | -3.2%
COc1cccc(C(=O)N/N=C/c2ccc(OC3CSC3)cc2)c1 | . | -0.8%
CCOC(=O)C1CCCN(S(=O)(=O)c2cccc3cccnc23)C1 (stereo not drawn) | . | -1.7%
Cc1cc(C(=O)OCC(=O)NCc2ccco2)c(C)o1 | -18 | 0.9%
O=C(Nc1cccc2ncccc12)c1cc2ccccc2o1 | . | 1.0%
Cc1csc(SCC(=O)NC23CC4CC(CC(C4)C2)C3)n1 | -2 | -2.9%
Cc1cccc2c(Cl)cc(=O)[nH]c12 | . | 1.4%
CCC(COC)NCc1cn(-c2ccc(F)cc2F)nc1-c1ccccc1C (stereo not drawn) | -6 | -4.2%
COc1ccc(NC(=O)c2sc(N3CCOCC3)nc2-c2ccccc2)c(OC)c1 | -10 | 0.2%
COC(=O)COc1c(Cl)cc(Cl)c2ccc(C)nc12 | 6 | 4.8%
COc1ccccc1NC(=O)C1CCC(CNc2c(N3CCCCC3)c(=O)c2=O)CC1 (stereo not drawn) | 9 | -5.0%
CC(=O)c1ccc(NC(=O)Nc2ccc([N+](=O)[O-])cc2C)cc1 | -4 | -0.1%
COc1cccc(/C=N/NC(=O)c2cccs2)c1 | 22 | 0.2%
CC(=O)c1cn(-c2ccc(Cl)cc2)c(=O)n(Cc2ccc(F)cc2)c1=O | . | -7.3%
COc1cccc(CNCc2cccc(Br)c2)c1OC | 7 | -1.0%
NC(CO)C(=O)NNCc1ccc(O)c(O)c1O (stereo not drawn) | . | 8.6%
O=C(NCc1ccccn1)c1cn(Cc2ccccc2)nn1 | . | 3.4%
C=C(C)c1ccc(C(C)(C)NC(=O)N2CCN(C)CC2)cc1 | 57 | 0.2%
O=C(O)CCCCC1SCC2NC(=O)NC21 (stereo not drawn) | . | -2.0%
CC(C)(C)NC(=O)C(c1ccncc1)N(C(=O)Cn1nnc(-c2ccc(F)cc2)n1)c1ccccc1 (stereo not drawn) | -10 | 5.8%

(listing goes on)
compound | RmlCD inh 1536 | M. tuberculosis GlmU
Cc1ccc(Sc2ccc(C(=O)N(C)C)cc2[N+](=O)[O-])cc1 | 2 | -3.8%
CSc1ccccc1NC(=O)COC(=O)c1ccc(O)cc1 | 10 | 1.1%
CNC(=S)N/N=C/c1cn(Cc2ccc(C)cc2)c2ccccc12 | . | -5.8%
O=C(c1cccs1)N(CCO)Cc1cc2cc3c(cc2[nH]c1=O)OCCO3 | 7 | 1.3%
CCc1ccc(NC(=O)N(Cc2cccnc2)Cc2ccco2)cc1 | 8 | 1.1%
O=C(Nc1ccc(N2CCOCC2)cc1)c1cc(F)c(F)cc1Cl | -4 | 5.6%
CCOC(=O)c1c(NC(=O)CSc2nnnn2-c2ccccc2)sc2c1CCC(C)C2 (stereo not drawn) | -6 | -1.2%
Cc1nc(NC(=O)CCC(=O)O)sc1C(=O)N(C)C | -4 | -0.9%
CN(C)S(=O)(=O)c1ccc2c(c1)c(=O)c(C(=O)N1CCN(c3ccccn3)CC1)cn2C | -8 | 1.8%
O=C(Nc1c(C(=O)N2CCCC2)cnn1-c1ccccc1)c1cccc(F)c1 | 41 | 2.9%
CCn1c(CCNC(=O)c2cccs2)nnc1SCC(=O)Nc1cccc(Cl)c1 | . | 4.6%
COC(=O)c1[nH]c2ccc(Br)cc2c1NC(=O)CN1CCCc2ccccc21 | . | -5.5%
CC(C)(C)C1CCc2nc(NC(=O)Cc3cn4ccsc4n3)sc2C1 (stereo not drawn) | . | -1.0%
O=c1[nH]cnc2c1sc1nc(-c3ccccc3)c3c(c12)CCCC3 | 13 | -5.3%
O=c1c(-c2nnc(SCc3ccc(Cl)cc3)o2)cccn1Cc1ccccc1 | -5 | 1.0%
CC(C(=O)N(C)C)N(C#N)c1nc(N(C)C)nc(N(C)C)n1 (stereo not drawn) | -1 | -1.9%
